Ba/F3 V617F tox – reduced viability of JAK2V617F-dependent Ba/F3 cells, primary screen, JAK2V617F inhibitor project, cell-based, Ba/F3 EpoR-JAK2V617F, luminescence | inhibition, % at 5.6 µM | AID 1446, 2008 | 220,000 tested, 1.1% active | ATP luminescence;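 active = inhibition above the campaign mean plus 3 SD over all tested compounds, cut at about 24% in these data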;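 note: cytokine-independent growth of Ba/F3 cells driven by EpoR plus mutant JAK2; 0% = DMSO-treated cells and 100% = JAK inhibitor I control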
S1P4 agonist – S1P4 receptor agonists, primary screen, cell-based; Sphingosine 1-phosphate receptor 4 (Homo sapiens), O95977; S1P4-expressing cell line, agonist reporter assay; activation, % at 4.98 µM; 220,000 tested, 0.35% active; AID 1509, 2009; in the data active = activation above about 11%;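 note: 0% = DMSO vehicle and 100% = reference agonist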
Target sequence (O95977 whole entry, looked up): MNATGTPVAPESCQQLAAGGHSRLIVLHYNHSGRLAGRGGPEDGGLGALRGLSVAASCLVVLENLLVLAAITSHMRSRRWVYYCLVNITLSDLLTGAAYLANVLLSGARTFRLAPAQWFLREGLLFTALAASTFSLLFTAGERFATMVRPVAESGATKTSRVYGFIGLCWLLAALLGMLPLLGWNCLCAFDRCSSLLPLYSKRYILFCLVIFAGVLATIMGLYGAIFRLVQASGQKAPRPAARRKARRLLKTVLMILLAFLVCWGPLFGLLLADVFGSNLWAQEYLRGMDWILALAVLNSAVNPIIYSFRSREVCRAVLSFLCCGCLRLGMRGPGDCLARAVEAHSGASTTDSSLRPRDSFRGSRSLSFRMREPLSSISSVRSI
CHOP inhibitor – inhibitors of CHOP promoter induction, primary screen, cell-based, unfolded protein response, luciferase reporter; AID 2732, 2010; CHO-K1 CHOP-promoter luciferase, tunicamycin-induced, 15-18 h; inhibition, % at 10 µM; 220,000 tested, 3.8% active;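 active = compounds that reduced the stress-induced luciferase reporter signal by more than about 70% of percent inhibition, limit read from the data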;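 note: 0% = tunicamycin plus vehicle and 100% = wells without tunicamycin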
NPY Y1 blocker – NPY-Y1 receptor antagonists, primary screen, cell-based. inhibition, % at 3.6 µM. HEK293-CNG Y1 cells, membrane potential fluorescence; NPY at EC95, then isoproterenol. 200,000 tested, 1% active. AID 1040, 2008;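 active = inhibition above the campaign mean inhibition of all tested compounds plus 3 SD, cut at about 20% in these data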;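 note: 0% = DMSO wells given NPY plus isoproterenol and 100% = isoproterenol alone without NPY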
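Test system: HEK293 cells co-expressing NPY Y1 receptor and cyclic-nucleotide gated channel; Also added: NPY (25 nM), isoproterenol (1 µM), Ro 20-1724 (25 µM); Compound dosing: one concentration, 3.6 µM, in 0.4% DMSO; Timing: dye 3 h, compound 60 min room temperature, stimulation 45 min; Technique: Membrane-potential fluorescent dye readout.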
BaF3 tox – parental Ba/F3 cell viability inhibition, counter-screen for JAK2V617F inhibitor project, murine pro-B, CellTiter-Glo luminescence. CellTiter-Glo ATP luminescence. inhibition, % at 5.6 µM. 220,000 tested, 1.1% active;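 active = inhibition above a per-campaign cutoff, the mean inhibition of all tested compounds plus 3 SD, cut at about 27% in these data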;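 note: 0% = DMSO wells and 100% = JAK Inhibitor I control wells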
S1P4 antag – S1P4 receptor antagonists, primary screen, cell-based; Sphingosine 1-phosphate receptor 4 (Homo sapiens), O95977; S1P4-expressing cells, antagonist mode, reporter read-out; inhibition, % at 4.98 µM; 220,000 tested, 0.26% active; AID 1510, 2009; in the data active = inhibition above about 29%;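 note: 0% = wells stimulated with agonist and 100% = vehicle wells without agonist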
NPY1 pot ag – NPY-Y1 receptor potentiators or agonists, primary screen, cell-based. activation, % at 3.6 µM. AID 1304, 2008. 220,000 tested, 0.37% active. NPY-Y1 expressing cells, potentiator/agonist activation; in the data active = activation above about 33%, passing the limit was not always enough;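 note: cells stimulated with NPY at EC10 then isoproterenol at EC100; 0% = low agonist plus stimulus and 100% = saturating agonist plus stimulus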
NPY-Y2 PAM-ag – NPY-Y2 potentiators or agonists, primary screen, cell-based; Neuropeptide Y receptor type 2 (Homo sapiens), P49146; cells expressing NPY-Y2, potentiator/agonist read-out; activation, % at 3.6 µM; 220,000 tested, 0.45% active; in the data active = activation above about 27%;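 note: cells stimulated with NPY near EC25 plus isoproterenol at EC100; 0% = vehicle plus submaximal agonist and 100% = vehicle plus saturating agonist; some results beyond the cut were filed as inactive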
NCF1 inh – p47phox/p22phox peptide binding inhibitors, primary screen, biochemical, uHTS, NADPH oxidase regulatory subunit; 220,000 tested, 0.53% active; Neutrophil cytosol factor 1 (Homo sapiens), P14598; AID 1274, 2008; fluorescence polarization, 2 h; inhibition, % at 24.7 µM;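 active = inhibition above about 30%, limit read from the data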;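 note: 0% = p47phox with labelled peptide and 100% = labelled peptide alone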
Target sequence (P14598 whole entry, looked up): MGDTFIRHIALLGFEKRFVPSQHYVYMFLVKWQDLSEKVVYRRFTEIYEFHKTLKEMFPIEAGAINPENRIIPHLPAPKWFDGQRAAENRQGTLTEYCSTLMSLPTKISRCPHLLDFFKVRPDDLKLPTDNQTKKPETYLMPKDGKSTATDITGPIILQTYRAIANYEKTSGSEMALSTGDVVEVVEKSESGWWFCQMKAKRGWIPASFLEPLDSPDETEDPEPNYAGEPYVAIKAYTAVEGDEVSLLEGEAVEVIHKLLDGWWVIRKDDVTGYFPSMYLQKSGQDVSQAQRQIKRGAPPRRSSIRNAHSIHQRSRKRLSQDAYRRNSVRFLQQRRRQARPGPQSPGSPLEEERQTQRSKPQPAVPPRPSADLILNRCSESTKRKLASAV
Active calls of the source: *; x = no result given.

SMILES | Ba/F3 V617F tox | S1P4 agonist | CHOP inhibitor | NPY Y1 blocker | BaF3 tox | S1P4 antag | NPY1 pot ag | NPY-Y2 PAM-ag | NCF1 inh
CCCn1c(=O)[nH]c(=O)c2c(C(F)(F)F)cc(-c3ccc(C)cc3)nc21 | 3 | 0.5 | 6 | -1 | 7 | -9 | -8 | -20 | 4
COc1ccc2[nH]c3c(Cl)ncnc3c2c1 | -2 | -1.9 | -25 | 2 | -3 | 10 | 34 | 10 | 3
O=C(CN1CCC(n2nnc3cc(C(F)(F)F)ccc32)CC1)N1CCc2ccccc21 | -2 | 2.0 | 47 | -11 | -1 | 2 | 3 | -5 | -1
CCOC(=O)C1CCN(S(=O)(=O)c2ccc(C)c(C)c2)CC1 | 1 | 0.3 | 11 | -4 | 3 | 0 | -6 | -11 | -2
S=C(NCc1ccco1)Nc1ccc(Cl)c(Cl)c1 | 0 | 1.5 | 9 | -12 | 5 | -17 | 6 | 12 | -30
OC(COC(c1ccccc1)c1ccccc1)CN1CCc2ccccc2C1 (stereo not given) | 2 | 2.5 | 42 | 11 | 5 | -10 | -40 | -2 | -7
CCOc1ccc(-c2nnc(-c3cccnc3)o2)cc1OCC | 1 | 0.3 | 16 | 2 | 8 | -9 | 27 | -13 | -2
CCCOc1ccc(/C=N/NC(=O)C(C)Sc2ccccn2)cc1OCC (stereo not given) | -1 | 1.6 | 45 | 7 | 3 | -10 | -16 | 9 | 4
CSc1nnc(C(C)c2ncc(C(F)(F)F)cc2Cl)n1C (stereo not given) | -3 | -0.9 | 15 | -4 | -4 | -3 | 2 | 2 | -3
CC(=O)Nc1ccc(/C=C/c2ccc3c([N+](=O)[O-])cccc3n2)cc1 | 4 | -1.3 | -12 | -3 | 8 | -8 | -8 | 8 | 3
Cc1cc(C)cc(N(C(=O)CNS(=O)(=O)c2ccccc2)C(C(=O)NCc2ccccc2)c2ccc(C)o2)c1 (stereo not given) | 9 | -3.2 | 51 | 11 | 12 | 20 | 9 | -10 | -4
COc1ccc(S(=O)(=O)N2N=C(c3ccc(NS(C)(=O)=O)cc3)CC2c2ccco2)cc1 (stereo not given) | 4 | -1.5 | 25 | 4 | 6 | -7 | -7 | -2 | -167
CCn1c(=O)cc(SCC(=O)Nc2cccc(SC)c2)c2ccccc21 | 1 | 1.1 | 47 | -3 | -2 | -1 | -8 | 4 | -9
C/C(=N\NC(=S)Nc1cccc(C)c1)c1ccccc1 | 1 | -0.1 | -16 | 13 | 7 | -9 | -20 | -6 | -5
COc1cc(/C=C(/C#N)c2nc(-c3cc4ccccc4oc3=O)cs2)cc([N+](=O)[O-])c1O | 0 | 1.9 | 11 | x | 4 | -9 | -5 | 10 | -29
Oc1ccc(N=Nc2nc(-c3ccccc3)c(-c3ccccc3)[nH]2)cc1 | -2 | -0.3 | 92* | -5 | 10 | -17 | 24 | 19 | -50
CCOC(=O)C1=C(C)NC2=C(C(=O)c3ccccc32)C1c1cccnc1 (stereo not given) | -1 | 4.1 | 36 | 5 | 4 | -4 | -19 | -15 | -13
CCCC(C)NC(=O)c1ccc(-c2ccccc2)cc1 (stereo not given) | -4 | -1.1 | 13 | -3 | 0 | -3 | 7 | 12 | -3
CC(=O)Nc1ccc(S(=O)(=O)NCC(=O)OCC(=O)c2cc(C)n(-c3ccc4c(c3)OCO4)c2C)cc1 | 1 | -0.5 | 14 | -4 | 6 | -8 | 11 | 9 | -13
C/C(=N\Nc1ccc(Cl)c(C(=O)O)c1)c1ccccn1 | -1 | 1.1 | 5 | x | 2 | -5 | 11 | -5 | -3
OC1(C#CCN2CCOCC2)CCCCC1 | 4 | 1.3 | -6 | -3 | 0 | 2 | -17 | -5 | -7
CCOC(=O)c1c(C)[nH]c(N=Nc2ccccc2)c1C | -2 | 1.9 | -34 | 2 | 4 | 5 | -21 | -7 | -15
COc1ccc(N2CCN(C(=O)C3CCCN(S(=O)(=O)c4c(C)noc4C)C3)CC2)cc1 (stereo not given) | 8 | -0.9 | 11 | x | 1 | -6 | -9 | -55 | -8
CC(=O)Nc1ccc2nc(NS(=O)(=O)c3ccc(C)cc3)sc2c1 | -4 | 1.4 | 38 | -1 | 3 | -2 | -5 | -7 | -32
Cc1cc(N2CCN(C(=O)c3ccco3)CC2)n2ncnc2n1 | -5 | -0.7 | -27 | 2 | -1 | -2 | -4 | 1 | -9

The results go on:
SMILES | Ba/F3 V617F tox | S1P4 agonist | CHOP inhibitor | NPY Y1 blocker | BaF3 tox | S1P4 antag | NPY1 pot ag | NPY-Y2 PAM-ag | NCF1 inh
Cc1ccccc1NC(=O)CN1C(=O)CSc2ccccc21 | -1 | -0.5 | 3 | x | -4 | -1 | 5 | -2 | -4
CC(=O)Nc1cccc(/C(C)=N/NS(=O)(=O)c2ccc(C)cc2)c1 | 4 | -1.9 | -6 | -2 | 8 | 1 | -3 | -1 | 2
Nc1ncnc2c1C1(CCCCC1)Cc1ccccc1-2 | 1 | -0.1 | 40 | 1 | 6 | 8 | -8 | -14 | -1
Cc1cc(NC(=O)CSc2nnc(C3CC3)n2N)c([N+](=O)[O-])cc1C | 2 | 0.7 | -10 | 5 | 81* | -3 | 0 | -10 | -3
COc1cccc(C(=O)COC(=O)C(C)N2C(=O)c3ccccc3C2=O)c1 (stereo not given) | 2 | 1.6 | 5 | 2 | 3 | -11 | -26 | -15 | -9
COc1cc2[nH]c(=O)n(CCC(=O)NCCCN3CCN(c4ccccc4F)CC3)c(=O)c2cc1OC | 0 | 1.2 | 23 | -2 | 8 | -16 | 9 | 6 | 0
O=C(COC(=O)c1ccccc1Nc1ccccc1F)c1ccccc1 | -2 | -0.5 | 30 | x | 4 | -11 | 10 | -3 | -10
O=S(=O)(Nc1ccc(-c2cn3cccnc3n2)cc1)c1ccccc1 | -1 | 0.9 | 15 | 3 | 2 | -12 | 4 | 1 | -4
O=C(O)CC1NC(=O)N(c2ccccc2)C1=O (stereo not given) | -1 | 2.0 | -6 | 6 | 1 | -6 | -14 | -3 | 0
COc1ccc(C(=O)Nc2c(C(C)(C)C)nn(C)c2C(C)(C)C)cc1 | 1 | -0.8 | 2 | x | 2 | 3 | 8 | -6 | -9
O=C(NN1C(=O)C2C(C1=O)C1C=CC2C12CC2)c1ccccc1Cl (stereo not given) | 1 | 2.1 | 4 | x | -3 | -15 | -7 | -3 | 43*
COc1ccc2cc3cc(C(=O)Nc4ccc5c(c4)OCCO5)oc3nc2c1 | 1 | 0.8 | -6 | -2 | 2 | -5 | -29 | 0 | 32*
O=C(NNS(=O)(=O)c1ccccc1)C1CCN(S(=O)(=O)c2ccccc2)CC1 | -1 | 1.6 | 1 | 1 | 5 | -8 | 4 | 6 | 0
CC1=CC(C)(C)NC(=S)N1c1ccccc1C | -4 | 1.7 | 0 | -5 | 2 | -22 | 11 | 0 | -9
O=C(O)C1CCCCN1S(=O)(=O)c1ccc(Cl)s1 (stereo not given) | -4 | -2.8 | 16 | -1 | 1 | -7 | 8 | -4 | 3
O=C(Cc1ccc(-c2ccccc2)cc1)N1CCOCC1 | -3 | -1.5 | -1 | 14 | 2 | -12 | -13 | -3 | -20
CCCCCC(=O)Nc1nc2ccccc2[nH]1 | -4 | 0.5 | 22 | 7 | 5 | 18 | -6 | 1 | -11
CN(C)C(=O)CCSc1nnc(-c2ccncc2)o1 | 1 | -0.1 | 14 | 8 | 11 | -2 | 1 | -6 | -3
CCCN(CCC)CC(O)CN1C(=O)N(CN2C(=O)N(CC(O)CN(CCC)CCC)C(=O)C2(C)C)C(C)(C)C1=O (stereo not given) | 0 | 0.5 | 9 | 6 | -3 | -5 | 16 | 6 | -12
O=[N+]([O-])c1ccc(Nc2ccccn2)c([N+](=O)[O-])c1 | 29* | 0.9 | -6 | -3 | 49* | 13 | -5 | -3 | 6
NS(=O)(=O)c1ccc(-n2ncc3c(=O)[nH]c(SCC(=O)Nc4nccs4)nc32)cc1 | -2 | 0.3 | 2 | 7 | 5 | -3 | -9 | 6 | -2
O=C1CSC(c2ccncc2)N1Cc1ccco1 (stereo not given) | -3 | 0.0 | 1 | 1 | 12 | 5 | -5 | 3 | -7
O=C(O)C1Cc2ccccc2CN1S(=O)(=O)c1ccccc1 (stereo not given) | -3 | -1.2 | 0 | x | 1 | -13 | -4 | 8 | -10
O=C(COc1ccccc1)Nc1ccccc1N1CCN(c2ccccc2)CC1 | 0 | 1.0 | 44 | -4 | 1 | -23 | -13 | 0 | -14
Cc1ccc2c(c1)C(c1ccccc1)N(C(=O)c1ccc(S(=O)(=O)N3CCOCC3)cc1)CC(=O)N2 (stereo not given) | 3 | -1.6 | 18 | -1 | 5 | -15 | 4 | 5 | -8

A run of entries taken from the entries so far, for reference:
SMILES | Ba/F3 V617F tox | S1P4 agonist | CHOP inhibitor | NPY Y1 blocker | BaF3 tox | S1P4 antag | NPY1 pot ag | NPY-Y2 PAM-ag | NCF1 inh
O=C(O)C1Cc2ccccc2CN1S(=O)(=O)c1ccccc1 (stereo not given) | -3 | -1.2 | 0 | x | 1 | -13 | -4 | 8 | -10
O=C(COc1ccccc1)Nc1ccccc1N1CCN(c2ccccc2)CC1 | 0 | 1.0 | 44 | -4 | 1 | -23 | -13 | 0 | -14
Cc1ccc2c(c1)C(c1ccccc1)N(C(=O)c1ccc(S(=O)(=O)N3CCOCC3)cc1)CC(=O)N2 (stereo not given) | 3 | -1.6 | 18 | -1 | 5 | -15 | 4 | 5 | -8

The list continues:
SMILES | Ba/F3 V617F tox | S1P4 agonist | CHOP inhibitor | NPY Y1 blocker | BaF3 tox | S1P4 antag | NPY1 pot ag | NPY-Y2 PAM-ag | NCF1 inh
O=C(O)CNS(=O)(=O)Cc1ccccc1 | 1 | 1.0 | 12 | x | -2 | -20 | -2 | 10 | -16
COc1ccccc1NC(=O)C(Cc1ccc(Cl)cc1)c1nn[nH]n1 (stereo not given) | -1 | 0.6 | -16 | 10 | 0 | -20 | -35 | -22 | -3
CCN(CC)S(=O)(=O)c1ccc(C(=O)OCC(=O)c2ccc3c(c2)NC(=O)CO3)cc1 | -4 | 1.3 | 16 | -2 | -3 | -18 | -10 | -8 | -37
c1ccc(Cc2nc(-c3ccccn3)no2)cc1 | 2 | -0.3 | -18 | 8 | 2 | 6 | 1 | 0 | -16
Cn1cnnc1SCc1ccc(C(=O)N/N=C(\CCC(=O)O)c2ccc(C(C)(C)C)cc2)cc1 | 0 | 1.2 | -27 | 7 | 6 | -5 | -8 | -4 | -1
C=CCc1ccc(OCCOCCOc2cccc3cccnc23)c(OC)c1 | -3 | -0.9 | 38 | 0 | 2 | -4 | -7 | -20 | -3
C#CCNc1c2c(nc3nnnn13)CCCC2 | 0 | 2.6 | 8 | -6 | 6 | -14 | 4 | -5 | -2
COc1ccc(-n2c(=O)[nH]cc(C(=O)Nc3ccc(NC(C)=O)cc3)c2=O)cc1 | -2 | -0.7 | x | 10 | 6 | -3 | -5 | 11 | x
COc1ccc(C2C=C(c3ccc(C)c(C)c3)Nc3ncnn32)c(OC)c1OC (stereo not given) | -2 | 0.6 | -6 | -3 | 4 | 7 | -1 | -11 | -1
CCc1cc2ccc(C)cc2nc1SCC(=O)Nc1c[nH]c(=O)[nH]c1=O | 1 | 0.7 | 31 | 3 | 6 | -18 | 3 | -15 | -2

Screening results as filed in PubChem.
